Screening data (PubChem BioAssay)
Mtb BioA inh = inhibitors of Mycobacterium tuberculosis BioA enzyme; purified M. tuberculosis BioA enzyme, plate reader; inhibition, % at 9.99 µM; 360,000 tested, 0.096% active; in the data active = inhibition above about 40%; inconclusive = no clear call, values can overlap the other calls
CCHF vOTU inh = CCHFV vOTU protease inhibition; 370,000 tested, 0.55% active; Pep-AMC fluorescence; inhibition, % at 11.5 µM; also: 0% = vehicle wells with enzyme and 100% = no enzyme wells
GDH-TPI inh = inhibits GDH-TPI coupling enzymes, artifact for Mtb FBA screen; GDH-TPI coupled enzyme counterscreen, NADH absorbance; 360,000 tested, 1.2% active; inhibition, % at 4.8 µM; AID 588335;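 also: 0% = DMSO wells and 100% = wells lacking the enzyme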
Mtb UGM inh = Mtb UDP-galactopyranose mutase inhibition | P9WIQ1 | 320,000 tested, 0.06% active | AID 504406 | inhibition, % at 10 µM | purified UGM, fluorescence polarization probe displacement; in the data active = inhibition above about 10%, passing the limit was not always enough; inconclusive = no clear call, values can overlap the other calls
Target sequence (P9WIQ1 whole entry, looked up): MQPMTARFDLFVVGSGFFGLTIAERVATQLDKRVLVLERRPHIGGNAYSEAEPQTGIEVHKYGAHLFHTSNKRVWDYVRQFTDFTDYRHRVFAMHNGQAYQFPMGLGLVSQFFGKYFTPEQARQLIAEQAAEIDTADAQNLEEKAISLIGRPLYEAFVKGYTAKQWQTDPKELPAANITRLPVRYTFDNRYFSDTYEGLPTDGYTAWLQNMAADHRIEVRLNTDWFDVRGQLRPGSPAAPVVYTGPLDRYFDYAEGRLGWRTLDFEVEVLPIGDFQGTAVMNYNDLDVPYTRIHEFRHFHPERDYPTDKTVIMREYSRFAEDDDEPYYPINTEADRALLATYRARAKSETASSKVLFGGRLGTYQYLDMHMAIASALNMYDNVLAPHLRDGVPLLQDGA
FadD28 FP inh = blocks FadD28 binding to the bisubstrate probe. fluorescence polarization. inhibition, % at 12.5 µM. 360,000 tested, 0.22% active. AID 588549; in the data active = inhibition above about 8.5%, passing the limit was not always enough; inconclusive = no clear call, values can overlap the other calls
Rv3671c protease = Rv3671c (M. tuberculosis) protease inhibition | P9WHR9 | inhibition, % at 5.96 µM | 320,000 tested, 0.048% active; in the data active = inhibition above about 38%;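 also: extracellular domain of Rv3671c used as enzyme; 0% = enzyme with DMSO and 100% = no enzyme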
Mtb FBA inh = inhibits M. tuberculosis FBA enzyme; P9WQA3; purified M. tuberculosis FBA, fluorescence read-out; inhibition, % at 1 µM; 360,000 tested, 2.3% active; AID 588726; in the data active = inhibition above about 27%;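 also: 0% = vehicle and 100% = reference inhibitor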
Target sequence (P9WQA3 whole entry, looked up): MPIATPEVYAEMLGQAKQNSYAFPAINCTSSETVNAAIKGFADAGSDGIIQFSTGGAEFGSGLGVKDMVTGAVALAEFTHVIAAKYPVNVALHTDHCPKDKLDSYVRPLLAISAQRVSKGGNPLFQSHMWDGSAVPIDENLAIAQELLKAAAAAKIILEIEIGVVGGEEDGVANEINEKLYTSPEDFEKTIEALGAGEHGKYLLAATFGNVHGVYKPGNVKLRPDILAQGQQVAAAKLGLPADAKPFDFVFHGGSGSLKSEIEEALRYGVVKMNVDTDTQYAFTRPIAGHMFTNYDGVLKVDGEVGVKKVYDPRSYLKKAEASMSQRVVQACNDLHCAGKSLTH
MazF activator = activators of E. coli MazEF toxin-antitoxin RNase. FAM/BHQ RNA-DNA oligo cleavage fluorescence, 5 h. activation, % at 20 µM. 350,000 tested, 0.32% active. AID 504720; in the data active = activation above about 50%
BoNT-F LC inh = BoNT F light chain protease inhibition | Multiplex microsphere protease cleavage assay, flow cytometry | inhibition, % at 10 µM | 360,000 tested, 0.22% active; in the data active = inhibition above about 35%, passing the limit was not always enough; inconclusive = no clear call, values can overlap the other calls; also: plate controls were buffer without enzyme for full effect and enzyme alone for no effect
DUSP3 inh = DUSP3 (human) phosphatase inhibition | inhibition, % at 13.3 µM | AID 1654 | 290,000 tested, 0.52% active | recombinant VHR phosphatase, pNPP absorbance; in the data active = inhibition above about 50%; also: some compounds called inactive have numbers as strong as hits
Target sequence (P51452 whole entry, looked up): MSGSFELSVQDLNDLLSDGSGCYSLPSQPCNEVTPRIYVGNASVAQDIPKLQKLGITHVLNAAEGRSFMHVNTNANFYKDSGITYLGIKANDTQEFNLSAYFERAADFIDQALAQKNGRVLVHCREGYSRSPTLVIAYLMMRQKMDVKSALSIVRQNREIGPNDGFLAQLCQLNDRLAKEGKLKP
Starred values were filed as active, the others as inactive; ? = inconclusive; . = no result given; & = joins results of further samples. Rule as the data show it, unless noted: active = inhibition above about 30%; inactive = the rest.

SMILES | Mtb BioA inh | CCHF vOTU inh | GDH-TPI inh | Mtb UGM inh | FadD28 FP inh | Rv3671c protease | Mtb FBA inh | MazF activator | BoNT-F LC inh | DUSP3 inh
CCN(C(=O)COC(=O)/C=C/c1ccc(S(=O)(=O)N2CCc3ccccc32)cc1)C1CCS(=O)(=O)C1 (centres undefined) | 7.5 | 0 | 8 | -0.1 | -1.6 | -1 | 3 | 8 | -4 | 18
COc1ccc(C2(C)C(C#N)C(=O)NC(=O)C2C#N)cc1 (centres undefined) | -0.5 | -4 | 0 | . | 0.7 | . | 0 | 6 | 0 | .
CCCCCNCc1cccc(Br)c1 | -0.5 | 7 | -6 | -0.7 | -4.1 | 5 | -2 | 1 | -4 | 15
Cc1nn(Cc2ccccc2)c(Cl)c1/C=C/C(=O)OCC(=O)N(C)C1CCS(=O)(=O)C1 (centres undefined) | . | 7 | 1 | -1.5 | 1.1 | 3 | 0 | -2 | -3 | 2
O=C(COC(=O)/C=C/c1ccco1)Nc1ncc(Cl)cc1Cl | -1.7 | 6 | 8 | -0.4 | 0.4 | 0 | 1 | 5 | -2 | -2
CCCCCCCCc1nc(SCC(C)=O)n[nH]1 | . | 2 | -3 | 0.7 | -1.5 | 3 | -3 | 9 | ? | -5
COc1ccc(C)cc1N1CC(C(=O)Nc2ccccc2C(=O)NC2CC2)CC1=O (centres undefined) | 0.7 | -6 | 1 | -1.5 | -0.3 | 5 | 5 | -1 | 4 | .
COc1ccc(C2CC(c3cccs3)=NN2S(C)(=O)=O)cc1 (centres undefined) | 0.8 | 8 | -6 | -3.0 | -4.0 | -2 | -1 | 1 | -5 | 21
Cc1ccc(C(=O)Nc2nc3ccc(Cl)cc3s2)o1 | 0.4 | -7 | 8 | -0.5 | -0.3 | 1 | 18 | -5 | -28 | .
Cc1oc(-c2ccc(Cl)cc2)cc1C(=O)/C(C#N)=C/Nc1cccc(OC(F)(F)F)c1 | . | 0 | 2 | -1.2 | -3.0 | -10 | 0 | -8 | -1 | 22
CC(=O)Nc1ccc(NC(=O)CSc2nc(N)c(NC(=O)c3ccccc3F)c(=O)[nH]2)cc1 | 1.8 | 0 | 5 | 3.0 | -3.9 | 2 | 0 | -2 | 2 | 9
CC(C)Cn1c(N)c(C(=O)COC(=O)c2cc(C(F)(F)F)nc3ccccc23)c(=O)n(C)c1=O | . | -1 | . | 0.4 | . | -19 | . | -18 | . | 11
Cc1ccc(O)c(C(=O)/C=C/c2ccc3c(c2)OCCO3)c1 | . | -1 | 2 | 3.6 | -3.6 | -5 | -2 | 0 | -11 | 1
CCC(C)C1NC(=O)C(C(C)=O)=C1O (centres undefined) | -0.9 | 2 | 4 | -2.9 | -0.3 | 4 | 4 | 6 | -11 | 10
Cc1cccc(C)c1NC(=S)NCCc1ccccn1 | . | -7 | 10 | -0.4 | -3.1 | 2 | 1 | -3 | 1 | 16
COc1cccc(C(=O)N/N=C/c2ccc(OC3CSC3)cc2)c1 | 0.9 | 18 | 11 | 2.8 | 1.6 | 6 | 1 | 9 | . | 19
CCOC(=O)C1CCCN(S(=O)(=O)c2cccc3cccnc23)C1 (centres undefined) | 0.5 | -12 | -4 | 0.7 | -0.6 | -11 | 0 | 2 | 0 | 31
Cc1ccc(NC(=O)CN(C)C(=O)CSc2n[nH]c(N)n2)cc1 | 2.1 | -2 | -4 | 0.6 | -0.6 | 3 | 2 | 3 | 2 | -3
COc1cc(C(=O)N(Cc2ccccn2)CC2CCCO2)cc(OC)c1OC (centres undefined) | 0.2 | -14 | -9 | -0.9 | 1.6 | 4 | 4 | -7 | 5 | 8
C=CCn1c(O)c(C=Nc2ccccc2)sc1=S | -0.2 | 13 | 2 | 1.3 | -0.1 | 2 | 1 | 1 | 0 | 15
COc1ccc(-c2c(C(F)(F)F)oc3cc(OCC(=O)Nc4ccccc4C(F)(F)F)ccc3c2=O)cc1OC | -1.0 | -1 | -1 | -0.2 | -4.2 | 3 | -12 | -8 | 3 | 40
COc1ccc(N2CCN(c3nc(Cl)nc(N4CCOCC4)n3)CC2)cc1 | . | -1 | 4 | 1.5 | -1.4 | 4 | -3 | 0 | 8 | 4
Cc1cc(C(=O)OCC(=O)NCc2ccco2)c(C)o1 | . | -3 | 5 | 0.3 | -3.5 | 1 | 4 | 0 | 4 | -8
Cc1nn(CC#N)c(=O)n1-c1cccc(F)c1 | -1.6 | 3 | -1 | -1.1 | -4.8 | 8 | 0 | -4 | 2 | 44
CC(C)(C)NC(=O)CSCc1ccc(Br)cc1 | -2.0 | -3 | 10 | -1.2 | -1.0 | 5 | -5 | -6 | -4 | 53*
COCCNC(=O)CN1CCCCCC1 | -1.3 | 18 | -2 | -3.3 | 0.4 | 4 | 1 | -4 | -1 | 0
Cc1ccc(S(=O)(=O)Nc2cccc(C(=O)NCC(c3ccco3)N3CCCCC3)c2)cc1F (centres undefined) | 0.0 | 19 | 8 | 0.0 | -1.9 | 6 | -3 | -2 | 5 | .
COc1ccc(C(=O)COC(=O)c2ccc(NC(C)=O)cc2)cc1[N+](=O)[O-] | -0.1 | 10 | 1 | 0.2 | -4.1 | 4 | -1 | 12 | -19 | 6
CSc1nnc(-c2sccc2-n2cccc2)o1 | . | 19 | 3 | 0.2 | -2.8 | -10 | -4 | 3 | 3 | 17
Cn1nc([N+](=O)[O-])c(C(C#N)c2nc3ccccc3n2C)c(Cl)c1=O (centres undefined) | . | 5 | 9 | 0.0 | 12* | 18 | -12 | 29 | -3 | -10
Cc1ccc(S(=O)(=O)NC(=O)C2(C)CCN2C(=O)Cc2cc(F)ccc2F)nc1 (centres undefined) | -0.6 | 1 | 11 | . | 1.0 | . | -2 | . | -2 | .
Cc1nonc1NCn1nnc2ccccc21 | -0.2 | 5 | 10 | 2.9 | -2.6 | 2 | 5 | 4 | -9 | 7
CC(=O)OCC(=O)C1(O)CCC2C3CCC4C(OC(C)=O)C(=O)CCC4(C)C3C(=O)CC21C (centres undefined) | -0.4 | -16 | -5 | . | -2.8 | . | -1 | 18 | -7 | .
O=c1[nH]ncc(N/N=C\c2ccc(O)cc2O)c1Cl | -1.6 | 14 | 38* | 1.5 | 1.3 | 6 | 2 | 1 | 0 | 6
Cc1ccc(/C(N)=N/OC(=O)CCc2ccccc2)cc1 | -0.3 | 25 | 1 | 0.4 | -6.0 | 8 | 0 | -4 | -1 | 17
COc1cc(/C=C(\C#N)c2ccccn2)ccc1OCc1ccccc1Cl | 8.7 | 12 | 8 | -2.9 | 0.0 | -3 | 3 | -6 | 5 | 9
CCN(CC)CCCNC(=O)c1cn(CC(C)C)c(=O)c2c1c1ccccc1n2C | 3.3 | -13 | 7 | -2.8 | -1.9 | 0 | 35* | 6 | 3 | 24
O=C(NCCS(=O)(=O)c1ccc(Br)cc1)c1ccc(Cl)cc1 | 1.7 | -8 | 10 | 2.9 | -3.0 | -1 | 0 | 1 | ? | 28
Cc1ccc(NC2CCCN(C(=O)c3cc(C(C)C)[nH]n3)C2)cc1C (centres undefined) | 2.4 | 8 | -8 | 2.4 | -1.1 | . | 2 | 1 | 4 | -4
O=[N+]([O-])c1ccc(NCc2ccc(Cl)cc2)nc1 | 3.3 | -5 | 34* | 2.5 | 1.1 | 8 | -3 | 5 | ? | 9
CCOc1ccccc1C(=O)NCC(=O)OCC(=O)c1ccc2c(c1)OCCO2 | 0.4 | 7 | 0 | 0.0 | 0.2 | -6 | 4 | 3 | . | -7
CC(C)c1nc2sc3c(=O)[nH]c(=S)[nH]c3c2c2c1CCCC2 | -1.0 | -18 | 14 | -1.4 | -2.6 | 7 | 1 | -5 | -10 | 5
CC1(C)CC(=O)C=C(c2n[nH]nc2C2CC2)C1 | -4.5 | 17 | 18 | . | -1.0 | . | 3 | 8 | 1 | .
COc1ccc(CC(NC(C)=O)C(=O)NC2CCN(C(=O)NCc3ccccc3)CC2)cc1OC (centres undefined) | -1.8 | 3 | -4 | . | -2.8 | 4 | 4 | -1 | -3 | 10
Cc1cc(NCc2ccccn2)n2nc(C)c(-c3ccc(Cl)cc3)c2n1 | -0.4 | -6 | 14 | -1.8 | -2.4 | -2 | 9 | -1 | -11 | 20
CCc1nc2c(OCCOC)cccn2c1N(C)C(=O)c1ccc(C)cc1 | -0.3 | -1 | -7 | . | -3.1 | . | 1 | . | 5 | .
Nc1ccc(S(=O)(=O)c2ccc(N)nc2)cc1 | -1.0 | -9 | -3 | . | -3.1 | . | -3 | -4 | 3 | .
CCCCS(=O)(=O)Nc1ccc(Cc2ccncc2)cc1 | 2.4 | -11 | -6 | 2.2 | -1.7 | 2 | 1 | 2 | -10 | 2
COc1cccc(/C=N/NC(=O)c2cccs2)c1 | . | 1 | 5 | -0.3 | -4.5 | -6 | 1 | 7 | -8 | 13
CC(=O)c1cn(-c2ccc(Cl)cc2)c(=O)n(Cc2ccc(F)cc2)c1=O | . | -10 | 4 | -0.8 | -1.3 | 3 | -4 | -15 | -1 | 13
CCS(=O)(=O)N1CCc2nc(-c3ccccc3)sc2C1 | 2.6 | -10 | -13 | 0.2 | -3.0 | -12 | 8 | 14 | -5 | 2
COc1ccccc1NC(=O)C1CCC(CNc2c(N3CCCCC3)c(=O)c2=O)CC1 (centres undefined) | 2.5 | 4 | -4 | -3.9 | -1.1 | -6 | 0 | 6 | -4 | 0
CCCCn1c(N)c(N(CCC(C)C)C(=O)CSc2nnc(C)s2)c(=O)[nH]c1=O | -4.8 | -6 | 7 | 0.5 | -1.1 | -1 | 0 | 11 | -11 | 28
Cc1ccccc1C(=O)NNC(=O)Cc1ccccc1 | -1.1 | 13 | 6 | 0.7 | -1.3 | 5 | 0 | -27 | 6 | 6
CC(OC(=O)CCCC(=O)Nc1ccc(F)cc1)C(=O)c1ccccc1 (centres undefined) | 0.6 | 3 | -3 | 1.9 | -4.4 | -4 | -3 | 9 | -7 | 2
CC(=O)c1ccc(NC(=O)Nc2ccc([N+](=O)[O-])cc2C)cc1 | 1.3 | 8 | 27 | 0.2 | 1.5 | -19 | -3 | 25 | 1 | 40
CC(=O)N1CCc2cc(S(=O)(=O)NCCCOC(C)C)ccc21 | -0.3 | 11 | -1 | 0.2 | -2.0 | 3 | -2 | 5 | -20 | 23
Clc1ccc(-c2nnc(SCc3nc4ccccc4s3)o2)cc1 | . | 4 | 9 | 1.6 | -2.6 | 18 | -1 | 0 | -7 | 19
O=C(c1nnc(-c2ccncc2)o1)c1ccccc1Cl | -0.6 | 0 | 1 | -0.5 | -3.8 | 10 | 2 | 0 | -1 | 40
Cc1c(C(=O)N2CCOCC2)oc2ccccc12 | -0.1 | -5 | -3 | -3.2 | . | 8 | 1 | -2 | 1 | .
NC(CO)C(=O)NNCc1ccc(O)c(O)c1O (centres undefined) | -1.4&-3.5 | -2 | 8 | -1.6 | -0.2 | -52 | -1 | 223* | -9 | 1

An excerpt from above in order of number of heavy atoms, low to high:
SMILES | Mtb BioA inh | CCHF vOTU inh | GDH-TPI inh | Mtb UGM inh | FadD28 FP inh | Rv3671c protease | Mtb FBA inh | MazF activator | BoNT-F LC inh | DUSP3 inh
CC(C)c1nc2sc3c(=O)[nH]c(=S)[nH]c3c2c2c1CCCC2 | -1.0 | -18 | 14 | -1.4 | -2.6 | 7 | 1 | -5 | -10 | 5
COc1cc(/C=C(\C#N)c2ccccn2)ccc1OCc1ccccc1Cl | 8.7 | 12 | 8 | -2.9 | 0.0 | -3 | 3 | -6 | 5 | 9
COc1ccccc1NC(=O)C1CCC(CNc2c(N3CCCCC3)c(=O)c2=O)CC1 (centres undefined) | 2.5 | 4 | -4 | -3.9 | -1.1 | -6 | 0 | 6 | -4 | 0
